Bioassay records: PubChem, National Center for Advancing Translational Sciences (NCATS)
GRP78 ERSR act – induces the endoplasmic reticulum stress response in human glioma cells. U87-MG GRP78 promoter luciferase reporter, 16 h. Potency, µM, inactives show at the highest dose activation, actives largely listed as activators. 420,000 tested, 0.02% active. AID 602332; further: potency means the concentration at half of the fitted maximal effect; series mostly up to about 76 µM; % of control where 0% means no effect; nearly all actives have a fitted effect of over 35% in size
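Stably transfected U87-MG human glioma cells carrying a GRP78-based luminescent sensor were seeded at 1000 cells/well, pin-dosed with compounds and incubated 16 h. Luciferase reagent was then added, and end-point luminescence was read after 10 min at room temperature.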
RXFP1 ag – RXFP1 (human) receptor agonism; AID 2676; HEK293T-RXFP1 cAMP TR-FRET, 30 min; response scale: percent of porcine relaxin response, buffer zero; Potency, µM (doses to about 57.5 µM), for the others: top-dose activation, usual class: activators; 370,000 tested, 0.3% active; Q9HBX9; further: potency means the concentration at half of the fitted maximal effect; on the % scale 0 is the no-effect control and ±100 the full control effect; nearly all actives have a fitted effect of over 60% in size; many of its hits are not listed in these tables
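Agonist response is measured as cAMP accumulation in an RXFP1-transfected HEK293T line under PDE4 inhibition. Values are scaled between buffer-only and 29 nM porcine relaxin, and EC50s come from standard Hill equation fits.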
D1 PAM – enhances dopamine response at the human D1 receptor; HEK293 TREx D1 cells, calcium flux, dopamine EC20 potentiation; potentiation, % at 10 µM; 360,000 tested, 0.036% active; AID 504651; in the data active means potentiation above about 30%; further: 0% is about no effect
Target sequence (P21728 whole entry, looked up): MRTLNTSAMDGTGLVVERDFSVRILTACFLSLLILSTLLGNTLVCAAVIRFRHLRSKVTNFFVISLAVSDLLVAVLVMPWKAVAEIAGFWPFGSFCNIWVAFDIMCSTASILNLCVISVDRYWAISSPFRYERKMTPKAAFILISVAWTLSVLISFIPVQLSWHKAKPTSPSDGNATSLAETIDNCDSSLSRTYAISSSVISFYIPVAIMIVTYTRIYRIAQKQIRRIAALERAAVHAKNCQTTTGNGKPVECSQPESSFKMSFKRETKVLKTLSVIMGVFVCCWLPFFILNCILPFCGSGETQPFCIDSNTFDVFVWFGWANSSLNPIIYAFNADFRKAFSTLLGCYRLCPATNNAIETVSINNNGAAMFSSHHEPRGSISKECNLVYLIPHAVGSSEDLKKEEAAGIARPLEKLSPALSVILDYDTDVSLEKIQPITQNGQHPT
Vif-A3F inh – blocks the Vif interaction with APOBEC3F | HeLa A3F-eYFP + Vif (tagged APOBEC3F with the HIV-1 protein that degrades it), YFP fluorescence increase | Potency, µM (top dose mostly 46.1 µM), for the others: at the highest dose activity, negative = active | 390,000 tested, 0.2% active | AID 602313; further: potency means the concentration at half of the fitted maximal effect; % of control where 0% means no effect; nearly all actives have a fitted effect of over 65% in size
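HeLa cells stably expressing Vif plus C-terminally eYFP-tagged A3F were seeded, incubated overnight at 37 deg C, dosed with compound, incubated overnight again at 37 deg C. Yellow fluorescence (Ex 488/Em 500-530) reported blocked Vif-mediated A3F-eYFP degradation.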
D2 potentiator – D2 dopamine receptor (human) potentiation | P14416 | HEK293 T-REx D2, calcium flux, EC20 dopamine potentiation | potentiation, % at 10 µM | 340,000 tested, 0.34% active;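 active means potentiation over 3 SD above the plate norm, cut at about 30% in these data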; further: 0% is about no effect
Target sequence (P14416 whole entry, looked up): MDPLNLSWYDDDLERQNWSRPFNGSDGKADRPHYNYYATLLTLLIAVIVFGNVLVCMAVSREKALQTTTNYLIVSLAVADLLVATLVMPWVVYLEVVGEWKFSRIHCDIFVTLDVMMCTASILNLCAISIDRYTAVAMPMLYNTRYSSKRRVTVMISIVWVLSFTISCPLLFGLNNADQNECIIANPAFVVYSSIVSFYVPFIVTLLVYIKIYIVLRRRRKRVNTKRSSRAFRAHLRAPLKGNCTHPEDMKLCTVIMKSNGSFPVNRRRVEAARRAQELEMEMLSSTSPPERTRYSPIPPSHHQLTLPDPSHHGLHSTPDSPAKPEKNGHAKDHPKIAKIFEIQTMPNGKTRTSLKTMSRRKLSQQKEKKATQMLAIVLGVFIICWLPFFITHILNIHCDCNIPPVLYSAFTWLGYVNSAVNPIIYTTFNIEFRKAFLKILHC
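Potentiation of an EC20 dopamine calcium response measured kinetically over 180 s, after a preceding 180 s compound-only read flagging agonists. Cells: inducible Hek293 Trex D2 line, 4000/well, cultured overnight at 30 C before dye loading.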
RXFP1 antag – antagonists of human relaxin receptor RXFP1 | Q9HBX9 | activity change, negative = inhibition, % at 57.5 µM | 350,000 tested, 0.59% active | HEK293-RXFP1, relaxin-stimulated cAMP HTRF, 30 min; stronger effect = lower value;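 active means activity change of -60% or lower, but not beyond a set lower limit; inconclusive means change between -60% and -40%, or beyond the set limit; inactive means change above -40%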; further: on the % scale 0 is the no-effect control and ±100 the full control effect
Vif-A3G inh – blocks the Vif interaction with human APOBEC3G; HeLa A3G-eYFP + Vif (tagged APOBEC3G with the HIV-1 protein that degrades it), YFP fluorescence, overnight; Q9HC16; 410,000 tested, 0.076% active; Potency, µM (titrated, usually from 46.1 µM), for inactives: at the highest dose activity, negative = active, usual class: inhibitors;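 further: potency means the concentration at half of the fitted maximal effect; on the % scale 0 is the no-effect control and ±100 the full control effect; nearly all actives have a fitted effect of over 60% in size; hits raise eYFP signal because A3G escapes Vif-driven loss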
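Read-out is eYFP fluorescence (Ex 488/Em 500-530) from Vif-expressing HeLa A3G-eYFP cells; more signal means A3G escaped Vif-mediated degradation. Cells plated overnight, compound pinned in, incubated overnight at 37 deg C.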
D1 antag – antagonists of human D1 dopamine receptor | HEK293 TREx D1 cells, calcium flux, dopamine EC80; stronger effect = lower value | 360,000 tested, 3.2% active | AID 504652 | activity change, negative = inhibition, % at 10 µM | P21728; in the data active means activity change below about -30%; further: on the % scale 0 is the no-effect control and ±100 the full control effect
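Calcium flux readout: force-coupled, inducible Hek293 Trex D1 line, cells induced overnight at 30 C with tetracycline, dye-loaded 30–90 min at RT. Antagonism scored against EC80 dopamine challenge given 180 s after compound.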
D1 ag – human D1 receptor agonism | HEK293 T-REx D1 cells, calcium flux, agonist mode | activation, % at 2 µM | 360,000 tested, 1% active | AID 504660; in the data active means activation above about 30%; further: 0% is about no effect
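Inducible HEK293 T-REx D1 cells, force-coupled to calcium signalling, were plated at 4000 cells/well with tetracycline and held overnight at 30 C. After no-wash calcium dye loading, compound-evoked calcium rise over 180 s flagged agonists.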
Active calls of the source: *; u = inconclusive; x = no result given; & = joins results of further samples. Unless noted, the call rests on the fitted dose curve; in most records, active means well fitted curve in the direction sought with a large enough effect; inconclusive means small, poorly fitted or top-dose-only effect, or another doubt; inactive means no such curve, though single readings can be large; an effect the other way counts as inactive or inconclusive. A portion of the library. The share of hits here may be higher or lower than overall.

SMILES | GRP78 ERSR act | RXFP1 ag | D1 PAM | Vif-A3F inh | D2 potentiator | RXFP1 antag | Vif-A3G inh | D1 antag | D1 ag
O=C(Cc1ccc(F)cc1)NC1CCCCCC1 | -1% | 1.0% | 0 | -2% | 3 | -3 | -2% | 4 | 4
CCOc1ncccc1C(=O)NNC(=O)c1cccc(S(=O)(=O)Nc2ccccc2OC)c1 | -5% | 2.9% | 1 | 3% | 5 | 0 | -2% | -5 | 0
C[C@H]1CN([C@@H](C)CO)C(=O)c2cc(Br)cnc2O[C@H]1CN(C)Cc1ccc(Oc2ccccc2)cc1 | 0% | x | x | -1% | x | -11 | -12% | x | x
O=c1c(-c2ccccc2)c(O)c2ccccc2n1-c1ccccc1 | -5% | 0.0% | -12 | 4% | 1 | -1 | 1% | -5 | 2
NC(=O)c1ccsc1NC(=O)COC(=O)c1ccc(Cl)cc1 | -2% | 2.0% | -6 | 0% | 14 | -5 | 1% | -1 | 4
Cn1c(=O)c2cc3ccccc3nc2n(C)c1=O | -6% | u | -2 | 3% | 3 | -12 | 0% | 9 | 2
COc1ccc(S(=O)(=O)NCc2ccccn2)cc1NC(=O)c1ccccc1 | -8% | -0.6% | -7 | 1% | 20 | 0 | u | -2 | 1
CCOC(=O)c1sc(NC(=O)CSc2nnnn2-c2ccc(C)cc2)c(C(=O)OCC)c1C | 1% | 9.3% | -4 | -29% | -2 | 2 | 2% | -14 | 1
Cc1ccc(-n2ncc3c(NCCc4ccccc4)ncnc32)cc1 | -1% | -1.2% | -2 | 4% | -8 | -14 | -1% | -50* | -3
COC(=O)CC1C(=O)NCCN1C(=S)NC(=O)CCc1ccccc1 (configuration not stated) | -4% | 0.0% | 2 | -10% | -5 | -7 | -1% | x | 0
O=C1c2cccc3c([N+](=O)[O-])ccc(c23)C(=O)N1CCc1ccccn1 | -1% | 1.2% | -6 | u | 16 | -12 | -29% | -20 | 1
CN(C)CCCNC(=O)c1ccc(CN(c2ccccc2)S(C)(=O)=O)cc1 | -2% | 0.6% | -4 | -11% | x | 12 | -1% | 9 | 7
Cc1ccc(S(=O)(=O)C(CNC(=O)COc2ccccc2)c2ccco2)cc1 (configuration not stated) | -1% | -1.4% | -2 | 9% | 14 | -10 | 6% | x | -5
CC(=O)N1CCc2c(sc3c2c(=O)n(-c2ccc(C)cc2)c(=O)n3Cc2ccccc2C)C1 | -1% | 2.1% | -2 | -7% | 1 | x | -4% | 19 | -1
O=C(NCCN1CCOCC1)c1ccc(S(=O)(=O)Nc2ccccc2)cc1 | -1% | x | x | 0% | x | 9 | 1% | x | x
O=[N+]([O-])c1cc(-c2ccc(/C=N/c3nc4ccccn4c3-c3ccco3)o2)ccc1Cl | -17% | -0.5% | 1 | -8% | 4 | -7 | -1% | x | 6
CCOc1ccccc1NC(=O)CN1CCC(C(=O)c2ccc(OC)cc2)CC1 | -1% | -0.7% | -10 | 3% | 10 | -10 | 2% | -1 | 3
O=C(NC(=S)NNC(=O)c1ccccc1O)c1ccccc1 | 6% | -0.4% | -1 | 7% | 0 | -31 | 5% | -9 | 2
CCN1CCN(c2ccc(S(=O)(=O)N3CCCCC3)cc2NC(=O)COc2ccc(Cl)c(C)c2)CC1 | -5% | 0.1% | -2 | -1% | -19 | -2 | -2% | -2 | 5
c1ccc(-c2nnc(-c3ccco3)o2)cc1 | -7% | 3.8% | -6 | -5% | -6 | -1 | 0% | -5 | 2
CC1C=CC(C)C(C(=O)c2ccccc2)C1C(=O)c1ccccc1 (configuration not stated) | -2% | x | x | -2% | x | -15 | -2% | x | x
Cc1ccc(Oc2nc(CN3CCOCC3)nc3sc4c(c23)CCC(C)C4)cc1 (configuration not stated) | -2% | 1.5% | 3 | 6% | 15 | -17 | -2% | -3 | 4
COc1ccc(NC(=O)CCCN2C(=O)CCC2=O)cc1Cl | 2% | -1.5% | 1 | 4% | 5 | -3 | -7% | 7 | -2
O=C1CCc2cc(S(=O)(=O)N3CCN(Cc4ccc5c(c4)OCO5)CC3)ccc2N1 | -3% | 0.8% | 0 | -7% | -10 | -10 | 0% | -23 | 4
CCOC(=O)N1CCC(N2C(=O)c3ccc(C(=O)Nc4ccc(OC)c(OC)c4)cc3C2=O)CC1 | -4% | -0.6% | -2 | 4% | 7 | 12 | -5% | 2 | 3
O=C(CN1C(=O)S/C(=C\C=C\c2ccccc2)C1=O)N1CCCCC1 | -3% | -0.4% | 2 | 0% | 16 | -20 | 0% | 10 | 3
C=CCn1c(SCc2cc(=O)n3ccsc3n2)nc2cc(Cl)ccc2c1=O | -2% | 16% | -1 | -4% | 12 | -3 | 1% | -3 | 11
COc1ccc(CNc2nc3nc(C)cc(C)n3n2)cc1OC | -1% | 3.3% | -2 | -4% | -1 | 10 | 3% | 9 | -3
CCOC(=O)c1ccc(Oc2nc(NC)nc(Nc3ccccc3)n2)cc1 | 2% | 2.6% | -11 | -17% | 19 | 7 | 1% | -14 | 6
CC(C)(C)C1CCc2c(sc3nc(-c4cc5cc(Br)ccc5oc4=O)[nH]c(=O)c23)C1 (configuration not stated) | -4% | -2.8% | -1 | 1% | 3 | 12 | 4% | -8 | 0
Cc1cccc(OCCNC(=O)c2cncc(Br)c2)c1 | 6% | 1.3% | -3 | 3% | -5 | 1 | 0% | 3 | 1
CCCCN(C)CCCNC(=O)CN1C(=O)CSc2ccc(S(=O)(=O)N3CCOCC3)cc21 | -2%&-2% | 1.4%&-0.8% | 0&-15 | 9%&2% | -11 | -12&-1 | 0%&4% | -3&-1 | -3&1
CC(C)(C)c1nc2ccccc2[nH]1 | -2% | -0.9% | -2 | x | 1 | 0 | -1% | -5 | 0
Cc1cc(C(F)(F)F)c(C#N)c(SCC(=O)Nc2nc3ccccc3s2)n1 | -4% | -0.1% | 17 | 22µM* | 2 | 22 | u | 5 | 64*
Cn1c(CNC(=O)c2ccccc2F)cc2ccccc21 | 3% | 0.1% | -4 | 0% | -2 | 3 | 0% | -1 | 3
CCOc1cc(/C=N/NC(=O)CSc2nncn2C)ccc1OCc1ccccc1 | -2% | -0.8% | 1 | -6% | -5 | -4 | 2% | 6 | 1
C[n+]1cnn2c1SCC1(COC1)C2 | -3% | 1.2% | 7 | -2% | -10 | 11 | 0% | 4 | 3
Nc1nnc(-c2ccc(F)cc2)s1 | 4% | -0.6% | 1 | 3% | -7 | 9 | -15% | 9 | -1
Cc1ccc(C(=O)NCC2CCCO2)cc1[N+](=O)[O-] (configuration not stated) | 2% | 4.4% | -3 | -6% | 12 | -1 | -2% | 13 | -1
Cc1cc(Cl)ccc1OCC(=O)Nc1ccc2oc(=O)ccc2c1 | -4% | 4.8% | -11 | 6% | -3 | -7 | -4% | -29 | 8
COc1ccccc1Cn1c(CNS(=O)(=O)c2ccc(Cl)s2)nc2cccnc21 | -2% | -1.3% | -4 | 0% | -9 | 1 | 1% | 14 | -1
CCn1c2ccccc2c2n[nH]c(=S)nc21 | -4% | 1.1% | -3 | 0% | 2 | 23 | -5% | 1 | 1
c1ccc(COC2CCCN(Cc3nc(-c4cnccn4)no3)C2)cc1 (configuration not stated) | -1% | -3.1% | 6 | 5% | 2 | -7 | 7% | 11 | 1
O=C1C2C3C=CC(C3)C2C(=O)N1c1cccc(N2C(=O)C3C4C=CC(C4)C3C2=O)n1 (configuration not stated) | 0% | 1.7% | 1 | -6% | -5 | 5 | 6% | 4 | 3
C=C(C)Cn1c(SCC(=O)N/N=C/c2c(O)ccc3ccccc23)nc2ccccc2c1=O | -6% | 0.0% | 4 | u | 1 | -8 | -19% | 32 | 2
Fc1ccc(-c2cc3nc(-c4ccccc4)cc(N4CCOCC4)n3n2)cc1 | -2% | 2.3% | 0 | -5% | -8 | 3 | -3% | 1 | 2
Cc1ccc(-n2cc(C(=O)c3ccc(F)cc3)nn2)cc1Cl | 0% | 16% | -1 | -8% | -3 | -11 | -5% | -1 | 1
COCCn1c(=NC(=O)c2sc3ccccc3c2Cl)sc2cc(S(N)(=O)=O)ccc21 | -1% | 15% | -6 | u | 0 | -18 | -4% | -7 | -2
O=C(CSc1nc2cc(Cl)ccc2o1)c1cccs1 | u | -1.4% | -5 | 4% | -9 | -2 | 2% | 1 | 1
CCC(=O)Nc1nnc(-c2ccncc2)s1 | -5% | 2.1% | 0 | -4% | 5 | 1 | -5% | 10 | 1
COc1ccc(S(=O)(=O)N2CCN(Cc3ccc4c(c3)OCO4)CC2)cc1F | -6% | -2.4% | -6 | 0% | 2 | -6 | -1% | -10 | 10
CCOC(=O)C1=C(C)Nc2ccccc2N=C1NC(=O)CCCN1C(=O)c2ccccc2C1=O | -4% | 4.6% | -7 | 4% | 11 | 3 | 8% | -15 | 1
CC1=CC(C)(C)N2C(=O)C3(C(C#N)=C(N)OC4=C3C(=O)CC(C)(C)C4)c3c(C)c(C)cc1c32 (configuration not stated) | -1% | -0.3% | 1 | -1% | 13 | -8 | 0% | 1 | 10
O=C(COC(=O)/C=C/c1nc2ccccc2s1)Nc1cccc(Cl)c1Cl | -3% | 1.3% | 5 | 4% | 4 | -7 | 0% | -24 | 1
CCC12CN3CC(CC)(CN(C1)C3c1cc(Br)ccc1OC)C2=O (configuration not stated) | -1% | -0.1% | -3 | -1% | 20 | -7 | 1% | 11 | -1
Cc1nn(-c2ccccc2)c(C)c1C(=O)Oc1ccccc1 | 0% | 4.1% | 2 | 2% | 1 | -22 | -9% | 6 | 3
COCCNCCCCOc1ccc(Br)cc1C | -4% | 0.3% | -8 | -11% | -35 | -7 | 0% | -17 | 11
COC(=O)c1c(N)c(C#N)c2n1CCCCC2 | -5% | 0.3% | -3 | -5% | 0 | -6 | 1% | 1 | 0
